Screening data from PubChem BioAssay.
PRC2 inh: inhibitors of human EZH2/PRC2 methyltransferase; PRC2 H3K27 methylation, DELFIA TRF, 1 h; inhibition, % at 12.5 µM; actives 0.35% (n = 57,000); AID 651548;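 active = mean inhibition of replicates at least 50% and every single replicate also reaching 50%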;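 note: dimethyl H3K27 on biotinylated H3 21-44 peptide detected by antibody; plate controls were median neutral control wells for no effect and median positive control wells for full effect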
Target sequence (Q15910 whole entry, looked up): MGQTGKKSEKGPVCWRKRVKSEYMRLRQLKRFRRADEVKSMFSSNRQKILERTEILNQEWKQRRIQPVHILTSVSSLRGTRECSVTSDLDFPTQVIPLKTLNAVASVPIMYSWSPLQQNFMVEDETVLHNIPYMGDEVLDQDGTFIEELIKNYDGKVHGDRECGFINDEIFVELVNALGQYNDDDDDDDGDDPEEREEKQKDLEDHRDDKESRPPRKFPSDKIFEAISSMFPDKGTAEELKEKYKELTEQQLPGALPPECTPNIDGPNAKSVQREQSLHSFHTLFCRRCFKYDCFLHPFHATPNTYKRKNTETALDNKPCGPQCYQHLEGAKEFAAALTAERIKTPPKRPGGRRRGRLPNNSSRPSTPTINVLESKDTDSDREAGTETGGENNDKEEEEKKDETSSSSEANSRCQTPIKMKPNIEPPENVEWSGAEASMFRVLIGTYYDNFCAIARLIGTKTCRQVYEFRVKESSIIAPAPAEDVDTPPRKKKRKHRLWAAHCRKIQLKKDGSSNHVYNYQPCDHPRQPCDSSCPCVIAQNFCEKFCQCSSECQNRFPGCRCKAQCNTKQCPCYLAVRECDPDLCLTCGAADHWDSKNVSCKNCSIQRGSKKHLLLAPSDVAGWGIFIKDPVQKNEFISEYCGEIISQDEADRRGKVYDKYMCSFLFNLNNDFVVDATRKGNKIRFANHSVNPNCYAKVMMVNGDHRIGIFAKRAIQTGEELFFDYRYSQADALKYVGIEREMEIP
IDH1 R132H inh: IDH1 R132H (human) inhibition; actives 0.18% (n = 70,000); inhibition, % at 10 µM; IDH1 R132H reductase, diaphorase/resazurin fluorescence, 60 min; in the data active = inhibition above about 34%;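 note: 0% = DMSO and 100% = no enzyme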
Numbers without * were called inactive; . = no result given. Some of the compounds tested; the hit share may differ from the screen's.

Results follow in this order: PRC2 inh, IDH1 R132H inh
CO[C@@H]1CN(C)C(=O)c2ccc(NC(C)=O)cc2OC[C@@H](C)N(C(=O)c2ccccc2F)C[C@@H]1C
→ -33, .
COc1ccc(CN(C)C[C@H]2OCCCC[C@H](C)Oc3ccc(NC(=O)CCC(F)(F)F)cc3C(=O)N([C@@H](C)CO)C[C@@H]2C)cc1
→ ., 4.3
COCC#Cc1ccc2c(c1)O[C@@H](CN(C)CC1CCOCC1)[C@@H](C)CN([C@@H](C)CO)S2(=O)=O
→ -3, -1.1
O=C(CSc1n[nH]c(-c2ccc(Cl)cc2Cl)n1)Nc1ccc(I)cc1
→ 58*, 0.2
CCOC(=O)c1ccc(NC(=O)Cn2nc(C)c([N+](=O)[O-])c2C)cc1
→ -12, 0.0
CCS(=O)(=O)n1nc(-c2ccccc2)nc1NCc1ccco1
→ 14, -0.1
O=C(C[C@@H]1C[C@H]2c3cc(NC(=O)C4CCOCC4)ccc3O[C@H]2[C@H](CO)O1)NCC1CC1
→ 9, 0.6
C[C@@H]1CN([C@H](C)CO)C(=O)c2cccc(NC(=O)Nc3ccc4c(c3)OCO4)c2O[C@H]1CN(C)C(=O)Nc1ccc2c(c1)OCO2
→ ., 3.8
C/C=C/c1ccc2c(c1)O[C@H](CN(C)CC1CCOCC1)[C@@H](C)CN([C@@H](C)CO)S2(=O)=O
→ 2, -1.9
CC(C)(C)OC(=O)NC1(/C=N/NC(=O)CCCCCC(=O)Nc2ccccc2O)CCCC1
→ -5, -0.1
O=C(O)c1cccc2cccc(SC(C(=O)O)c3ccccc3)c12 (centres undefined)
→ -6, 0.2
COc1ccc(NC(=O)N(C)C[C@@H]2Oc3c(NC(=O)c4nc5ccccc5s4)cccc3C(=O)N([C@H](C)CO)C[C@H]2C)cc1
→ ., -2.3
O=C(O)C[C@@H]1C[C@H]2c3cc(NC(=O)c4ccc5c(c4)OCO5)ccc3O[C@H]2[C@H](CO)O1
→ -5, -2.2
CCn1c(SCC(=O)Nc2sc3c(c2C#N)CCCC3)nnc1-c1ccco1
→ 5, -0.5
O=C(N/N=C/c1ccc(-c2ccccc2)cc1)c1ccccc1O
→ -54, .
CCCNC(=O)Nc1ccc2c(c1)C(=O)N(C)C[C@@H](OC)[C@@H](C)CN(C(=O)C1CCOCC1)[C@H](C)CO2
→ 10, 0.2
C[C@H]1CN([C@@H](C)CO)S(=O)(=O)c2ccc(C#CC3(O)CCCC3)cc2O[C@@H]1CN(C)CC1CC1
→ -14, -1.6
C[C@@H]1CN([C@@H](C)CO)C(=O)c2cc(NS(=O)(=O)c3ccccc3)ccc2O[C@@H](C)CCCCO[C@H]1CN(C)C(=O)CCCN(C)C
→ ., 1.2
O=C(C[C@@H]1CC[C@H](NC(=O)C2CC2)[C@H](CO)O1)NCCCN1CCOCC1
→ -1, -0.3
C[C@H](O)C#Cc1cnc2c(c1)C(=O)N([C@H](C)CO)C[C@@H](C)[C@H](CN(C)C(=O)CN1CCOCC1)O2
→ ., 1.2

Three entries already listed, sorted by count of non-hydrogen atoms, largest number first:
Results follow in this order: PRC2 inh, IDH1 R132H inh
C[C@@H]1CN([C@@H](C)CO)C(=O)c2cc(NS(=O)(=O)c3ccccc3)ccc2O[C@@H](C)CCCCO[C@H]1CN(C)C(=O)CCCN(C)C
→ ., 1.2
C[C@H]1CN([C@@H](C)CO)S(=O)(=O)c2ccc(C#CC3(O)CCCC3)cc2O[C@@H]1CN(C)CC1CC1
→ -14, -1.6
CC(C)(C)OC(=O)NC1(/C=N/NC(=O)CCCCCC(=O)Nc2ccccc2O)CCCC1
→ -5, -0.1

(more compounds)
Results follow in this order: PRC2 inh, IDH1 R132H inh
CCCN(C)C[C@H]1Oc2cc(C#CC3CCCCC3)ccc2S(=O)(=O)N([C@H](C)CO)C[C@H]1C
→ 9, 4.1
Cc1noc(C)c1NC(=O)Nc1ccc2c(c1)CC(=O)N([C@@H](C)CO)C[C@@H](C)[C@@H](CN(C)Cc1ccc(C(=O)Nc3ccccc3N)cc1)O2
→ -35, .
CCCNC(=O)N[C@H]1C=C[C@@H](CC(=O)N2CCN(C)CC2)O[C@H]1CO
→ 1, 0.1
CN(C)CCCNC(=O)C[C@H]1CC[C@H](NS(=O)(=O)c2ccccc2)[C@H](CO)O1
→ -4, -0.3
Cc1ccc(S(=O)(=O)Nc2ccc3c(c2)CC(=O)N([C@@H](C)CO)C[C@@H](C)[C@H](CN(C)C(=O)Nc2ccccc2)O3)cc1
→ -1, -0.1
O=C(Cn1c(=O)oc2ccccc21)Nc1ccc2c(c1)oc1ccccc12
→ 2, 0.0
C[C@H]1CN([C@@H](C)CO)C(=O)Cc2cc(NC(=O)Cc3cn(C)c4ccccc34)ccc2O[C@H]1CN(C)C(=O)NC1CCCCC1
→ 8, -26
O=C(C[C@@H]1CC[C@@H](NC(=O)Nc2ccc3c(c2)OCO3)[C@@H](CO)O1)NCCCN1CCOCC1
→ 2, 0.1
C[C@H](CO)N1C[C@H](C)[C@H](CN(C)C(=O)Nc2ccc(N3CCN(C)CC3)cc2)OCc2cnnn2CCCC1=O
→ ., 0.8
CO[C@@H]1CN(C)C(=O)c2cc(NC(=O)c3ccc(F)cc3)ccc2OC[C@@H](C)N(C(=O)CN(C)C)C[C@@H]1C
→ 0, 0.0
CN(C)C(=O)C[C@@H]1CC[C@H](NC(=O)C2CCC2)[C@H](CO)O1
→ 22, 4.2
COc1ccc(S(=O)(=O)Nc2ccc3c(c2)[C@@H]2C[C@@H](CC(=O)N(C)C)O[C@@H](CO)[C@@H]2O3)cc1
→ 2, -0.7
COc1ccc(S(=O)(=O)Nc2ccc3c(c2)C(=O)N([C@@H](C)CO)C[C@@H](C)[C@@H](CN(C)C(=O)Nc2cccc4ccccc24)OCCCC[C@H](C)O3)cc1
→ ., 2.7
CCCNC(=O)Nc1ccc2c(c1)OC[C@H](C)N(C)C[C@@H](C)[C@@H](OC)CN(C)C2=O
→ 2, -0.3
Cc1ccc(S(=O)(=O)N(C)C[C@@H]2Oc3ccc(NC(=O)Cn4cnnn4)cc3C(=O)N([C@@H](C)CO)C[C@H]2C)cc1
→ ., -6.4
CO[C@@H]1CN(C)C(=O)c2ccc(NC(=O)c3ccc(Oc4ccccc4)cc3)cc2OC[C@@H](C)NC[C@H]1C
→ -35, -0.2
Cc1ccc(S(=O)(=O)Nc2ccc3c(c2)CC(=O)N([C@@H](C)CO)C[C@H](C)[C@H](CN(C)S(=O)(=O)c2ccc(F)cc2)O3)cc1
→ ., 0.2
CO[C@H]1CN(C)C(=O)c2cc(NS(=O)(=O)c3cccc(F)c3)ccc2OC[C@H](C)N(Cc2cc(F)ccc2F)C[C@@H]1C
→ 14, 0.3
C[C@@H]1CN([C@@H](C)CO)C(=O)c2cc(/C=C/c3ccccc3)cnc2O[C@@H]1CN(C)S(=O)(=O)c1ccccc1
→ 6, 0.6
COc1cccc(-c2ccc3c(c2)O[C@H](CN(C)C)[C@@H](C)CN([C@H](C)CO)S3(=O)=O)c1
→ -23, -3.7

Entries of single compounds, quoted from the list.
CO[C@H]1CN(C)C(=O)c2cc(NS(=O)(=O)c3cccc(F)c3)ccc2OC[C@H](C)N(Cc2cc(F)ccc2F)C[C@@H]1C is entered as PRC2 inh = 14; IDH1 R132H inh = 0.3
COc1ccc(S(=O)(=O)Nc2ccc3c(c2)[C@@H]2C[C@@H](CC(=O)N(C)C)O[C@@H](CO)[C@@H]2O3)cc1 is entered as PRC2 inh = 2; IDH1 R132H inh = -0.7

Next part:
Results follow in this order: PRC2 inh, IDH1 R132H inh
C[C@H]1CN([C@@H](C)CO)C(=O)c2cc(NC(=O)Cc3cn(C)c4ccccc34)ccc2O[C@H]1CN(C)C(=O)Nc1ccc(C(F)(F)F)cc1
→ ., -0.2
C[C@H]1CN([C@@H](C)CO)C(=O)c2cc(NC(=O)NC3CCCCC3)ccc2O[C@@H]1CN(C)S(=O)(=O)c1cn(C)cn1
→ ., -1.2
CC(C)NC(=O)N(C)C[C@@H]1Oc2ccc(NS(=O)(=O)c3ccc(F)cc3)cc2C(=O)N([C@@H](C)CO)C[C@H]1C
→ 11, 0.9
Cc1ccc(S(=O)(=O)Nc2cccc3c2O[C@H](CN(C)C(=O)Nc2c(C)noc2C)[C@@H](C)CN([C@H](C)CO)C3=O)cc1
→ ., -1.7
CCCNC(=O)C[C@@H]1C[C@@H]2c3cc(NC(=O)Nc4ccccc4)ccc3O[C@@H]2[C@@H](CO)O1
→ 1, 0.3
N#C[C@H]1[C@@H](c2ccc(C3=CCCCC3)cc2)[C@@H](CO)N1C(=O)Nc1ccccc1F
→ ., -0.8
C[C@H]1CN([C@@H](C)CO)C(=O)c2cccc(NS(=O)(=O)c3ccc(Cl)cc3)c2O[C@@H]1CN(C)C(=O)Nc1ccc2c(c1)OCO2
→ ., -0.9
COC(=O)c1ccc(NC(=O)CSc2nnnn2C2CC3CCC2C3)cc1 (centres undefined)
→ -5, 0.1
CN(C)Cc1cn(CC[C@H]2CC[C@H](NS(=O)(=O)c3ccc(-c4ccccc4)cc3)[C@@H](CO)O2)nn1
→ -8, 0.4
C[C@H](CO)N1C[C@H](C)[C@H](CN(C)C(=O)Nc2ccc(C(F)(F)F)cc2)Oc2ccc(NC(=O)Cc3ccccc3)cc2C1=O
→ -1, 3.7
COc1ccc(NC(=O)Nc2cccc3c2O[C@@H](CN(C)C(=O)Nc2ccc(F)cc2)[C@H](C)CN([C@@H](C)CO)C3=O)cc1
→ ., 3.0
C#CCOc1ccc(/C=N/NC(=O)c2cccc(C(=O)NO)c2)cc1
→ 1, .
CNC[C@H]1OCCCC[C@H](C)Oc2ccc(NS(=O)(=O)c3c(C)noc3C)cc2C(=O)N([C@H](C)CO)C[C@H]1C
→ ., 2.4
COc1ccccc1NC(=O)c1ccccc1S(=O)(=O)c1ccccc1[N+](=O)[O-]
→ 14, -0.3
C[C@H](CO)N1C[C@H](C)[C@H](CN(C)Cc2ccc(Cl)c(Cl)c2)Oc2ccc(NC(=O)Nc3ccccc3)cc2C1=O
→ ., -0.1
C[C@@H]1CN([C@@H](C)CO)C(=O)c2cc(-c3ccccc3)cnc2O[C@@H]1CN(C)C(=O)c1cccnc1
→ ., -0.2
COC(=O)CCCCCCC(=O)N/N=C/c1ccccn1
→ -1, .
O=S1(=O)N=C(N(Cc2ccccc2O)c2ccc(Cl)cc2)c2ccccc21
→ 6, 0.2
CC(=O)NC(c1cccc([N+](=O)[O-])c1)c1c(O)ccc2ccccc12 (centres undefined)
→ -3, 0.0
Cc1ccc(S(=O)(=O)N(C)C[C@@H]2Oc3c(NC(=O)C4CCCCC4)cccc3C(=O)N([C@H](C)CO)C[C@H]2C)cc1
→ -5, .

Structures from the list above that contain a cyano group:
Results follow in this order: PRC2 inh, IDH1 R132H inh
CCn1c(SCC(=O)Nc2sc3c(c2C#N)CCCC3)nnc1-c1ccco1
→ 5, -0.5
N#C[C@H]1[C@@H](c2ccc(C3=CCCCC3)cc2)[C@@H](CO)N1C(=O)Nc1ccccc1F
→ ., -0.8

Other entries.
Results follow in this order: PRC2 inh, IDH1 R132H inh
CC(C)NC(=O)N(C)C[C@@H]1Oc2ncc(-c3cncnc3)cc2C(=O)N([C@@H](C)CO)C[C@H]1C
→ 10, -1.8
COc1ccc2nc(Nc3nc(C)c(CCC(C)C)c(=O)[nH]3)nc(C)c2c1
→ -21, -0.2
C[C@H](CO)N1C[C@H](C)[C@@H](CN(C)C)OCCCC[C@H](C)Oc2ccc(NC(=O)Nc3ccc4c(c3)OCO4)cc2C1=O
→ -1, 0.2
C[C@H](O)C#Cc1cnc2c(c1)C(=O)N([C@H](C)CO)C[C@@H](C)[C@@H](CN(C)CC1CCOCC1)O2
→ 1, .
CC(=O)OCC1=C[C@H](O)[C@@H]2C(C(=O)O)=CO[C@@H](O[C@@H]3O[C@H](CO)[C@@H](O)[C@H](O)[C@H]3O)[C@H]12
→ ., 0.4
CCC(=O)N(C)C[C@H]1Oc2cc(C3=CCCCC3)ccc2S(=O)(=O)N([C@@H](C)CO)C[C@@H]1C
→ -3, .
C[C@@H]1CN([C@@H](C)CO)C(=O)c2cc(NS(=O)(=O)c3cn(C)cn3)ccc2O[C@@H](C)CCCCO[C@@H]1CN(C)S(=O)(=O)c1ccc(Cl)cc1
→ ., -2.3
C[C@@H]1CN([C@H](C)CO)C(=O)Cc2cc(NC(=O)Cc3cn(C)c4ccccc34)ccc2O[C@H]1CN(C)Cc1ccncc1
→ -5, -30
O=C(C[C@@H]1C[C@@H]2c3cc(NC(=O)Nc4ccccc4F)ccc3O[C@@H]2[C@H](CO)O1)NCc1ccccn1
→ -1, -0.1
CNC(=S)NCc1sc2ccccc2c1C
→ -8, -0.5
CO[C@H]1CN(C)C(=O)c2ccc(NC(C)=O)cc2OC[C@@H](C)N(C(=O)C2CCC2)C[C@@H]1C
→ -1, 0.0
O=S(=O)(N[C@H]1CC[C@H](CCn2cc(-c3cccnc3)nn2)O[C@@H]1CO)c1ccc(F)cc1
→ 9, 0.1
O=C(O)c1cccc(CSc2n[nH]c(-c3ccc(Cl)cc3)n2)c1
→ -22, 0.7
CCCNC(=O)Nc1ccc2c(c1)OC[C@@H](C)N(CCC(F)(F)F)C[C@H](C)[C@H](OC)CN(C)C2=O
→ -6, 0.1
Cc1ccc(S(=O)(=O)Nc2ccc3c(c2)C(=O)N([C@@H](C)CO)C[C@H](C)[C@@H](CN(C)S(=O)(=O)c2ccc(Cl)cc2)OCCCC[C@H](C)O3)cc1
→ ., 3.4
O=C(C[C@@H]1C=C[C@H](NS(=O)(=O)c2ccc(F)cc2)[C@@H](CO)O1)NCc1ccncn1
→ 4, 0.0
CCCCC(CC)C(=O)Nc1cc(OC)ccc1OC (centres undefined)
→ 11, -0.4
COc1ccc(S(=O)(=O)N(C)C[C@H]2Oc3ncc(/C=C/c4ccccc4)cc3C(=O)N([C@H](C)CO)C[C@H]2C)cc1
→ -11, 0.0
C[C@@H]1CCCCO[C@H](CN(C)S(=O)(=O)c2ccc(Cl)cc2)[C@@H](C)CN([C@@H](C)CO)C(=O)c2cc(NS(=O)(=O)c3cccs3)ccc2O1
→ ., -3.3
